# GASC-1 inh: inhibitors of GASC-1 histone demethylase, primary screen, biochemical, fluorescence, DELFIA europium | GST-JMJD2C(1-420) H3K9me3 demethylation | 330,000 compounds, 0.069% hits | inhibition, % at 2.35 µM | Lysine-specific demethylase 4C (Homo sapiens), Q9H3R0;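 active = more than half of a compound's replicate wells show inhibition beyond 50%, single wells judged on their own value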;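 also: signal counts dimethyl H3K9 product captured on neutravidin plate; 0% = median of DMSO wells and 100% = 0.3 times that DMSO median; strong numbers were not always called active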
# PP5 primary: PP5 phosphatase inhibitors, primary screen, biochemical, fluorescence; Serine/threonine-protein phosphatase 5 (Homo sapiens), P53041; purified PP5c, OMFP substrate fluorescence; inhibition, % at 6.7 µM; 320,000 compounds, 0.18% hits; AID 1987, 2009;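 active = inhibition above the campaign's mean inhibition across all tested compounds plus 3 SD, cut at about 9.5% in these data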;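 also: 0% = DMSO only and 100% = 100 µM cantharidin control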
# Target sequence (P53041 whole entry, looked up): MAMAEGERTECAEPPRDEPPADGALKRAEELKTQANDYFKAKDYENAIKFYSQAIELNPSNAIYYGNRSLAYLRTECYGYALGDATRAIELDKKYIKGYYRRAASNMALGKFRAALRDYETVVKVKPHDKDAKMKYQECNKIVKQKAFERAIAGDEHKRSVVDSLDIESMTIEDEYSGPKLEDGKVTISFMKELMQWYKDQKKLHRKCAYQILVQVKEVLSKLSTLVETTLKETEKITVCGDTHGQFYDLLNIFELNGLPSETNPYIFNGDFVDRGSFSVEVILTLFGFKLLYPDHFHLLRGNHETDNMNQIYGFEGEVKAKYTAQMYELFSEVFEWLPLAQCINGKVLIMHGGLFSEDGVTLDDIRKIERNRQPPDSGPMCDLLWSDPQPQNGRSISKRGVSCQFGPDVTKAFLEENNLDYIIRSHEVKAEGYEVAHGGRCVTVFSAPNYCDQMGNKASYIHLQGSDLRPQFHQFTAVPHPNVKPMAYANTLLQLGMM
# Efflux pump mplx: inhibitors of Candida efflux pumps in yeast, primary screen, S. cerevisiae, Nile Red, multiplex; S. cerevisiae Candida pump triplex; inhibition, % at 10 µM; 330,000 compounds, 0.44% hits; AID 485275, 2010;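 active = plate passing quality check with inhibition over a set limit, or well fluorescence over plate mean plus 4 SD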;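 also: Nile Red retained in pooled yeast measured as flow cytometry median fluorescence; 0% = buffer negative control and 100% = Enniatin B positive control; higher means more Nile Red kept so more efflux inhibition; some compounds called inactive have numbers as strong as hits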
# Fh CTSL1 inh: Fasciola hepatica cathepsin L1 inhibitors, primary screen, counter-screen for PFM18AAP inhibitor project, biochemical, QFRET, fluorogenic peptide substrate; recombinant F. hepatica cathepsin L1, Z-Leu-Arg-MCA fluorescence; inhibition, % at 5.96 µM; 300,000 compounds, 0.49% hits; AID 1906, 2009;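 active = inhibition above the mean of all tested compounds plus 3 SD, set per screening campaign, cut at about 17% in these data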;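 also: 0% = plate median of test compound wells and 100% = 1 µM Z-Phe-Ala-diazomethylketone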
# PP1 counter: PP1-alpha phosphatase inhibitors, primary screen, counter-screen for PP5 inhibitor project, biochemical, fluorescence, OMFP substrate, single point | Serine/threonine-protein phosphatase PP1-alpha catalytic subunit (Homo sapiens), P62136 | purified PP1alpha | inhibition, % at 6.7 µM | 320,000 compounds, 0.9% hits;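 active = inhibition above the mean inhibition of all tested compounds plus 3 SD, computed separately for each screening campaign, cut at about 15% in these data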
# proCasp7 act: procaspase-7 activators, primary screen, counter-screen for procaspase-3 activator project, biochemical, absorbance, HTS, human; recombinant procaspase-7, Ac-DEVD-pNA absorbance 405 nm; D23A/D198A/D206A triple mutant, cannot self-cleave; scale: DMSO 0, 5 µM enzyme 100; Caspase-7 (Homo sapiens), P55210; activation, % at 8.5 µM; 330,000 compounds, 0.093% hits;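 active = percent activation above the screen-wide mean plus 3 SD, cut at about 25% in these data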
# Target sequence (P55210 whole entry D23A/D198A/D206A): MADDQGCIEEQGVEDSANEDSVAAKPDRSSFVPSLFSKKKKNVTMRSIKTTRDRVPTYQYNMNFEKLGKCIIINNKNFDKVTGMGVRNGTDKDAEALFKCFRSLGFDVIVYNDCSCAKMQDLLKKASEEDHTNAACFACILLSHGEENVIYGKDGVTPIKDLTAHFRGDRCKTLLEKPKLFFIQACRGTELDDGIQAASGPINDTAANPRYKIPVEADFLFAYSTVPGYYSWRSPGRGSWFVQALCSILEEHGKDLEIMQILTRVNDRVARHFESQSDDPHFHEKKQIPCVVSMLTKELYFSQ
#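 System: Procaspase-7 triple mutant (PC-7 D3A); measure: % activation from two-timepoint absorbance difference, scaled to controls; times: 1 h compound preincubation, 2 h substrate cleavage, 25 °C; also added: Ac-DEVD-pNA substrate, 400 µM as added; measured by: Epi-absorbance of released pNA at 405 nm, two timepoints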
# HCV core dimer: inhibitors of HCV core protein dimerization, primary screen, biochemical, TR-FRET, high-throughput. TR-FRET GST/Flag-core106 dimerization, 1536-well. inhibition, % at 5 µM. 300,000 compounds, 0.33% hits. AID 1899, 2009;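 active = inhibition above the mean of all tested compounds plus 3 SD, set per screening campaign, cut at about 45% in these data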
#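 System: GST-tagged and Flag-tagged HCV core protein residues 1-106 / Input: core106 proteins, GST 13.5 nM and Flag 17 nM / Buffer or medium: KF-containing HEPES buffer, pH 7.45, DTT, CHAPS, BSA / Probe or stimulus: Eu-anti-GST and XL665-anti-Flag labelled anti-tag antibodies / Schedule: 4 h, 22.5 °C incubation / Technique: TR-FRET 671 and 617 nm emission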
# TPT1 inh: Candida albicans TPT1 enzyme inhibitors, primary screen, biochemical, fluorescence polarization; inhibition, % at 5 µM; tRNA 2'-phosphotransferase TPT1 (Candida albicans SC5314); AID 1962, 2009; recombinant caTPT1, FP RNA substrate dephosphorylation; 300,000 compounds, 0.81% hits;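 active = inhibition above the mean of all tested compounds plus 3 SD, set per screening campaign, cut at about 24% in these data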;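 also: plate controls were DMSO alone for no effect and ferristatin control at 100 nM for full effect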
# procasp3 activ: activators of human procaspase-3 D3A mutant, primary screen, biochemical, absorbance, PC-3 D3A mutant, single concentration; recombinant procaspase-3 D3A, Ac-DEVD-pNA absorbance 405 nm; activation, % at 8.5 µM; 330,000 compounds, 0.11% hits; AID 463141, 2010;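 active = activation above the mean of all tested compounds plus 3 SD, cut at about 21% in these data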;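 also: 0% = DMSO alone and 100% = DMSO wells spiked with extra 5 µM PC-3 D3A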
# Target sequence (P42574 whole entry D9A/D28A/D175A): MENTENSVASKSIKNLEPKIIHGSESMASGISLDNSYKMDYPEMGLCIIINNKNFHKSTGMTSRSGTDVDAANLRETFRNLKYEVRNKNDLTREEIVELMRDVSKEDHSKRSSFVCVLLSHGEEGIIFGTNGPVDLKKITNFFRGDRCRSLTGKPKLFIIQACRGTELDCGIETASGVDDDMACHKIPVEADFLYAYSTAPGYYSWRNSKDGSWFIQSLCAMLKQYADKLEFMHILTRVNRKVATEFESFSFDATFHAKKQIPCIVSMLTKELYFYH
#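 Compound: 8.5 µM single point, 0.8% DMSO / Material: Autoprocessing-dead procaspase-3 D3A mutant enzyme / Timing: 1 h preincubation plus 2 h reaction at 25 °C / Medium: Zinc-free HEPES/NaCl buffer with 0.01% Triton X-100 at pH 7.4 / Technique: 405 nm absorbance of p-nitroaniline, reads at 0 and 120 min / Repeats: one well per compound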
# The depositor's hits bear a star; x = no result given. This is a random part of the collection. About 2.9% of those tested had a hit in this group.
Compound | GASC-1 inh | PP5 primary | Efflux pump mplx | Fh CTSL1 inh | PP1 counter | proCasp7 act | HCV core dimer | TPT1 inh | procasp3 activ
CCOC(=O)CNC(=O)N1CCCC(Cc2ccccc2)(C(=O)OCC)C1 (configuration not stated) | 7 | 0.5 | 0.0 | 9 | -6 | -12 | -6 | 2 | -3
Nc1ccc(-c2nc3ncccc3o2)c(Cl)c1 | 3 | 1.8 | -0.4 | 1 | 0 | 4 | -7 | 1 | 2
Cc1c(C(=O)OCC(=O)N(C)c2ccccc2)oc2ccccc12 | 0 | 0.4 | -0.4 | 4 | -2 | -6 | 4 | -7 | 11
CCc1ccccc1NC(=O)N1CCCC(CCC(=O)N(C)CCc2ccccn2)C1 (configuration not stated) | 0 | -0.5 | 0.1 | -2 | -2 | -6 | 5 | -1 | 3
CCc1c(C)nc(N2CCN(c3ccccc3F)CC2)[nH]c1=O | 10 | 0.2 | 0.1 | 6 | -4 | -12 | 3 | 3 | 6
CNc1nc(N)c([N+](=O)[O-])c(NCc2ccccc2)n1 | -9 | -1.1 | 0.4 | 4 | -1 | 7 | -2 | -2 | -8
O=C1OC(c2ccc3c(c2)OCO3)=N/C1=C\c1ccc(C(=O)O)cc1 | -17 | -1.6 | 0.0 | 2 | 0 | 9 | -20 | -2 | 0
Cc1ccc(C(=O)c2c3ccc(C(F)(F)F)cc3[n+]([O-])n2CCCC(N)=O)cc1 | 5 | 3.3 | 0.0 | 2 | 3 | -4 | -1 | -1 | 7
COc1ccccc1NC(=O)CC1C(=O)Nc2c1c(=O)n(C)c(=O)n2C (configuration not stated) | -4 | 0.9 | -0.1 | 0 | -3 | 5 | -4 | -3 | 7
CS(=O)(=O)N(CC(=O)NC1CCCCCC1)Cc1ccc(Cl)cc1 | -6 | 1.4 | 0.3 | -1 | 4 | -5 | 4 | -4 | -5
O=C(COC(=O)C1CCC1)NCc1ccc(Cl)cc1Cl | 9 | 2.3 | -0.1 | -11 | -5 | 1 | -7 | 1 | -3
COc1cc(-c2nnc(SCC3(c4ccc(Br)cc4)OCCO3)o2)cc(OC)c1OC | 5 | 0.5 | 0.1 | -1 | 5 | 8 | 2 | -4 | 0
O=C(c1ccco1)[C@@H]1[C@@H]2C(=O)N(c3ccccc3)C(=O)[C@@H]2C2c3ccccc3C=CN21 (some centres not stated) | -4 | 4.1 | 0.0 | 28* | 3 | -5 | 24 | -25 | 1
O=S(=O)(c1cc(Cl)ccc1Cl)N1CCN2CCCC2C1 (configuration not stated) | 3 | 0.4 | -0.1 | 0 | 3 | -1 | -8 | -5 | 2
Cc1cccc(NCN2C(=O)c3ccncc3C2=O)n1 | 1 | 2.9 | -0.1 | -1 | -3 | -9 | -3 | 2 | -4
N#Cc1ccccc1COC(=O)CCC(=O)c1cccs1 | -4 | 0.6 | 0.0 | x | -5 | 0 | x | x | 2
Cc1ccoc1C(=O)NCCNC(=O)c1occc1C | 13 | -0.9 | 0.0 | -6 | -4 | 7 | -2 | -2 | -10
CC(C(=O)NC1CCCC1)N1CCN(S(=O)(=O)c2ccc(C(C)(C)C)cc2)CC1 (configuration not stated) | 1 | 0.9 | 0.1 | x | -3 | -13 | x | x | 8
CCCCC(C)n1[nH]c(=O)c2c(C)cc(C)nc21 (configuration not stated) | 10 | -3.5 | 0.0 | -1 | -4 | -2 | -1 | 2 | 10
COCC1CCN(C(=O)c2cc(COc3ccc(-n4cncn4)cc3)on2)CC1 | 0 | -0.6 | 0.0 | -2 | 0 | 11 | 0 | -1 | 4
CC(C)Cc1nnc(NC(=O)CSc2ncn[nH]2)s1 | -6 | 1.9 | -0.2 | -5 | 0 | -4 | -2 | -5 | 3
CC1CCCN(C(=S)Nc2ccc3nc4n(c(=O)c3c2)CCCCC4)C1 (configuration not stated) | 4 | 2.0 | 0.0 | -7 | -2 | -6 | 7 | -3 | -3
O=C1CN2C(=Nc3ccc(Cl)cc3C2c2ccccc2)CN1 (configuration not stated) | 3 | -0.6 | 0.0 | -3 | -4 | -3 | 5 | 2 | 10
Cc1cc(C)cc(OCC(=O)NCC2CCCO2)c1 (configuration not stated) | -22 | 1.3 | 0.2 | 4 | -1 | 3 | -5 | 0 | 0

# In a second layout: four of the compounds above.
> Cc1c(C(=O)OCC(=O)N(C)c2ccccc2)oc2ccccc12
  GASC-1 inh: 0
  PP5 primary: 0.4
  Efflux pump mplx: -0.4
  Fh CTSL1 inh: 4
  PP1 counter: -2
  proCasp7 act: -6
  HCV core dimer: 4
  TPT1 inh: -7
  procasp3 activ: 11
> CCc1ccccc1NC(=O)N1CCCC(CCC(=O)N(C)CCc2ccccn2)C1 (configuration not stated)
  GASC-1 inh: 0
  PP5 primary: -0.5
  Efflux pump mplx: 0.1
  Fh CTSL1 inh: -2
  PP1 counter: -2
  proCasp7 act: -6
  HCV core dimer: 5
  TPT1 inh: -1
  procasp3 activ: 3
> CCc1c(C)nc(N2CCN(c3ccccc3F)CC2)[nH]c1=O
  GASC-1 inh: 10
  PP5 primary: 0.2
  Efflux pump mplx: 0.1
  Fh CTSL1 inh: 6
  PP1 counter: -4
  proCasp7 act: -12
  HCV core dimer: 3
  TPT1 inh: 3
  procasp3 activ: 6
> CNc1nc(N)c([N+](=O)[O-])c(NCc2ccccc2)n1
  GASC-1 inh: -9
  PP5 primary: -1.1
  Efflux pump mplx: 0.4
  Fh CTSL1 inh: 4
  PP1 counter: -1
  proCasp7 act: 7
  HCV core dimer: -2
  TPT1 inh: -2
  procasp3 activ: -8

# More entries follow.
smiles,GASC-1 inh,PP5 primary,Efflux pump mplx,Fh CTSL1 inh,PP1 counter,proCasp7 act,HCV core dimer,TPT1 inh,procasp3 activ
NS(=O)(=O)c1cccc(NC(=O)CN2CCN(Cc3ccc4c(c3)OCO4)CC2)c1,-5,-0.2,1.9,-5,-10,-9,-13,0,5
COc1ccc(Cl)cc1NC(=S)NNC(=O)C1(C)CC1(Cl)Cl (configuration not stated),14,-0.1,0.1,-1,3,-8,10,-1,-8
Cc1ccc(F)c(NC=C2C(=O)OC(C)(C)OC2=O)c1,7,1.2,0.1,0,-4,-1,-2,-1,3
COc1ccc(CCNC(=O)CSCC(=O)Nc2ccccc2)cc1OC,3,1.9,0.3,5,-6,2,-1,0,7
CCOC(=O)C[C@H]1c2cc(F)ccc2S(=O)(=O)N1c1ccccc1,30,4.7,0.1,-4,3,-2,2,2,3
Cc1cccc(S(=O)(=O)NCCC(=O)OC(C)C(=O)NC(=O)NC2CCCCC2)c1 (configuration not stated),24,1.6,0.0,-21,-2,1,3,0,8
COCC(=O)N(C)c1nnc(-c2ccccn2)s1,5,1.5,-0.1,5,0,4,-4,3,-9
CC(C)CCn1c(Sc2nc3ccccc3o2)nc2c1c(=O)[nH]c(=O)n2C,3,2.3,-0.1,3,1,9,-1,-4,3
CC1(NC(=O)c2cccc(S(=O)(=O)N3CCN(c4ccc(F)cc4)CC3)c2)CCS(=O)(=O)C1 (configuration not stated),-17,-0.1,0.0,-1,-7,3,-4,-1,0
CN(CC(=O)N1CCN(c2ccccn2)CC1)S(=O)(=O)c1ccccc1,-4,0.0,-0.1,-2,0,10,-2,-3,5
CCN(CC)S(=O)(=O)c1cc(C(=O)Nc2ccc(Cl)cn2)ccc1C,-8,0.7,0.2,0,0,-8,12,-1,3
O=C(Cn1nc(-c2ccccc2)ccc1=O)Nc1ccc(N2CCN(C(=O)c3ccccc3)CC2)cc1,2,0.8,0.1,-3,-1,5,-2,-4,-3
O=C(C1=C[C@H](C2CC2)C[C@H](OCc2ccc(CO)cc2)O1)N1CCN(Cc2ccccc2)CC1,-1,1.7,0.0,-2,-2,-4,3,-3,3
Cc1ccccc1C(=O)Nc1ccc(C(=O)O)cc1NC(=O)c1ccccc1C,-2,3.7,0.1,-2,3,-1,10,-2,4
Cc1ccc(S(=O)(=O)NCCC(=O)N2CCCCCCC2)cc1C,3,-1.9,-0.1,-3,-8,5,1,-2,-4
O=C(COC(=O)C1CC1)NC(=O)c1ccccc1,13,-0.9,-0.1,x,0,4,x,x,0
COC(=O)c1sc(S(=O)(=O)NC(Cc2ccccc2)C(=O)O)c(C(=O)OC)c1C (configuration not stated),-6,1.5,0.1,x,4,-15,x,x,5
Cc1cnc(C(=O)NCCc2ccc(C(F)(F)F)cc2)cn1,6,0.8,-0.4,0,1,13,9,-4,1
Cc1cc(NC(=O)CC2CCCC2)n(-c2nc3ccccc3[nH]2)n1,4,0.3,-0.2,3,3,-1,4,-6,5
COc1cc(/C=N/N=C2\CC3CCC2(C)C3(C)C)ccc1O (configuration not stated),6,2.5,0.1,-1,-4,10,-4,-7,-2
CCCc1nnc(SCC(=O)N2CCCC(C)C2)n1CCCOC (configuration not stated),3,4.5,0.3,-1,-1,7,-1,-3,4
O=C(NC1CCCC1)C1CCN(C(=O)NCc2ccccc2)CC1,5,-0.3,-0.1,-1,3,2,-1,1,-9
CCn1c(=O)c2ccccc2n2c(SCC(=O)N3CCCc4ccccc43)nnc12,1,2.3,0.2,-3,-2,7,4,-2,1
COc1ccc(NS(=O)(=O)c2ccc(Cl)s2)cn1,-17,0.0,-0.1,-3,-2,-6,-3,-26,4
O=[N+]([O-])c1ccc(N2CCN(Cc3ccncc3)CC2)cc1,0,3.1,0.1,-3,-2,1,2,-1,-5
O=C(CSc1ccc2ccccc2n1)N/N=C/c1ccc(O)cc1,145,1.8,0.2,-3,-2,0,0,-2,-13
Cc1ccc(C)n1-c1c(C(=O)NN)cnn1-c1ccccc1,-1,-1.0,0.1,-2,0,8,-1,1,1
Cc1ccccc1C(=O)NCc1ccncc1,-1,1.7,0.2,0,1,-6,-7,-3,-3
N#CC(=C1CCCC1)c1nc(-c2ccccc2O)cs1,-7,0.1,0.3,3,-1,2,37,9,1
CN1C(=O)N(C)C2C1N(CN1CCCCC1)C(=O)N2CN1CCCCC1 (configuration not stated),-8,0.1,-0.1,-2,-4,5,-8,-8,0

# From PubChem BioAssay
